From PubChem BioAssay
FBW7 activator: activators of human E3 ligase FBW7 | normalized activity (activation), % at 26.1 µM | Q969H0 | AID 1259310 | 0.13% of 650,000 active | AlphaScreen FBW7–phospho-cyclin E peptide binding, activator screen; in the data active = normalized activity above about 1.9%;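 note: purified mutant Fbw7 with reduced substrate affinity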
GPR151 activ: activators of human GPR151 | Q8TDV0 | PathHunter beta-arrestin GPR151 cells, luminescence | activation, % at 11.2 µM | 1% of 650,000 active; in the data active = activation above about 4.9%;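 note: 0% = median of compound wells and 100% = cells with positive control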
Target sequence (Q8TDV0 whole entry, looked up): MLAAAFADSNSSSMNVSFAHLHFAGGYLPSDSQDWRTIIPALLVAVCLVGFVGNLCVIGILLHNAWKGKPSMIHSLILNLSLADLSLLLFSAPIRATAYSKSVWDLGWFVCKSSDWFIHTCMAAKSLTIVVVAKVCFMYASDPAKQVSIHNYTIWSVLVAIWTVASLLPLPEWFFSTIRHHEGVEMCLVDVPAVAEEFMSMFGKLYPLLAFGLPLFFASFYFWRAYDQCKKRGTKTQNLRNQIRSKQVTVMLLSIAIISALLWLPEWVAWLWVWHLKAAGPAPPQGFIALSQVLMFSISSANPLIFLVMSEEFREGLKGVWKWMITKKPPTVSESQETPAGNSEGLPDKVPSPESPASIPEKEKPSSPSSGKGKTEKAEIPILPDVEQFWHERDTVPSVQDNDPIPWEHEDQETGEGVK
MITF primary: inhibitors of human MITF | O75030 | AlphaScreen MITF homodimerization, bead proximity signal | inhibition, % at 2.6 µM | 0.91% of 650,000 active; in the data active = inhibition above about 50%;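 note: 0% = vehicle wells with protein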
Target sequence (O75030 whole entry, looked up): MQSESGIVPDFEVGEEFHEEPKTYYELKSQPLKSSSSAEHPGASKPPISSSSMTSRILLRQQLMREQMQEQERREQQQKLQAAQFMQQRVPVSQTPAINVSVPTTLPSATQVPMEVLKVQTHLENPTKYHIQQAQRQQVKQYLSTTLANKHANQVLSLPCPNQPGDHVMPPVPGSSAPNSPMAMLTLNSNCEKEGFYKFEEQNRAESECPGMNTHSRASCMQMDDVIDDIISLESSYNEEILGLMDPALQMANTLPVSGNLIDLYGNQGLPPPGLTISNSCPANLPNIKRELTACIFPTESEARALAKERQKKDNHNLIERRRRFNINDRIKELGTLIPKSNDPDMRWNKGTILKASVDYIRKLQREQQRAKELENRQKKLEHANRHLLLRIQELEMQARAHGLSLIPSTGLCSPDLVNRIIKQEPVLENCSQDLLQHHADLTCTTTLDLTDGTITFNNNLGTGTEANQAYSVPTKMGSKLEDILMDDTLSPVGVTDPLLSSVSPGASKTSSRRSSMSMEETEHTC
TEAD-YAP inh: TEAD-YAP interaction inhibition; inhibition, % at 9.12 µM; 1.4% of 640,000 active; AID 1259422; HEK-TIYL cells, TEAD-Gal4/YAP UAS-luciferase luminescence; in the data active = inhibition above about 32%;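 note: 0% = median of test compound wells and 100% = reference inhibitor wells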
The depositor's hits bear a star; x = not tested or not shown; & = joins results of further samples.

Start of the data: the first 3 compounds, ahead of the listing:
1. CC1CCCN(C(=O)C2c3ccccc3Oc3ccccc32)C1 (centres undefined)
2. COc1ccc2nc(NC(=O)CSc3ncccc3C(=O)O)sc2c1
3. COCCCNC(=O)c1cc2cc(OC)ccc2oc1=O
assay / entry	1	2	3
FBW7 activator	0.0	0.2	0.0
GPR151 activ	1.3	-0.6	-0.8
MITF primary	7	20	4
TEAD-YAP inh	-3	-4	-18

The list itself, from the first entry:
1. CC1CCCN(C(=O)C2c3ccccc3Oc3ccccc32)C1 (centres undefined)
2. COc1ccc2nc(NC(=O)CSc3ncccc3C(=O)O)sc2c1
3. COCCCNC(=O)c1cc2cc(OC)ccc2oc1=O
4. CCOc1ccc(NC(=O)C2C(C(=O)O)C3C=CC2C32CC2)cc1 (centres undefined)
5. Cc1ccc(NS(=O)(=O)c2cc3c4c(c2)CC(=O)N4CCC3)cc1C
6. COC(=O)c1ccc(NC(=O)COc2ccc(S(=O)(=O)N3CCCCC3)cc2)cc1
7. C=CCN1C(=S)N(c2ccc(Cl)cc2)C(=O)C1CC(=O)Nc1ccc(OCCC)cc1 (centres undefined)
8. O=C(Nc1ccccc1Br)/C(=C/c1cccc([N+](=O)[O-])c1)NC(=O)c1ccccc1F
assay / entry	1	2	3	4	5	6	7	8
FBW7 activator	0.0	0.2	0.0	0.1	-0.2	0.7	-0.2	0.0
GPR151 activ	1.3	-0.6	-0.8	0.3	-1.5	-1.8	-0.2	-0.7
MITF primary	7	20	4	11	-1	21	-14	-4
TEAD-YAP inh	-3	-4	-18	-5	-5	-7	-2	3

9. CC1=NN(c2ccc(Cl)c(C(=O)O)c2)C(=O)/C1=C/c1ccccc1F
10. O=C(NC1CCCCC1)c1ccc2c(c1)NC(=O)c1ccccc1N2
11. Cc1sc2ncn(CC(=O)NCCCC(=O)NCCCN3CCC(C)CC3)c(=O)c2c1C
12. CCc1ccc(NC(=O)C(=O)N(CC)CC)cc1
13. CC1=NN(c2ccc(Cl)cc2)C(=O)/C1=C\c1cccs1
14. C=CCNCCOCCOc1cc(C(C)C)ccc1C
15. COc1ccc(NC(=O)CCn2cccc2)cc1Cl
16. COc1ccc(OC)c(CN2CCN(C3CCC(C)CC3)CC2)c1 (centres undefined)
assay / entry	9	10	11	12	13	14	15	16
FBW7 activator	-0.4	-0.4	0.0	0.8	-0.5	-0.1	0.0	0.1
GPR151 activ	1.2	0.2	-1.1	-0.9	-0.4	0.3	0.1	1.1
MITF primary	14	-4	-18	3	3	40	9	57*
TEAD-YAP inh	3	-12	1	-18	-2	3	-6	2

17. O=C(Nc1cccc(C(F)(F)F)c1)c1cnc2n(c1=O)CCS2
18. CCC1CCCCN1S(=O)(=O)c1cc(Br)ccc1Br (centres undefined)
19. FC(F)(F)c1cccc(-c2cnc3ccc(NCCCN4CCOCC4)nn23)c1
20. O=C(c1ccncc1)N1N=CCC1(O)C(F)F (centres undefined)
21. Cc1cccc(NC(=O)c2ccc(=O)oc2)c1C
22. CSc1ccccc1NC(=O)c1ccc(N2CC3CC(C2)c2cccc(=O)n2C3)c([N+](=O)[O-])c1 (centres undefined)
23. COc1ccc(NC(=S)NCc2cccnc2)cc1OC
24. Cc1ccc(-c2nc(Nc3c(F)cccc3F)c3ccccc3n2)cc1
assay / entry	17	18	19	20	21	22	23	24
FBW7 activator	0.3	0.4	1.9*	-0.7	0.5	0.1	0.3	-0.1
GPR151 activ	-1.3	1.6	0.3	-1.4	-1.1	0.9	-2.5	-1.9
MITF primary	9	7	7	27	18	-1	17	16
TEAD-YAP inh	-2	3	16	-3	-6	-9	7	-2

25. COc1cccc(CN=CC2=C(O)CC(C)(C)CC2=O)c1OC
26. Cc1[nH]c2ccccc2c(=O)c1CN1CCCC(C)C1 (centres undefined)
27. Cc1[nH]n2c(=O)cc(Cc3ccccc3)nc2c1C#N
28. CC1CCc2c(sc3nc(CN4CCC(C(N)=O)CC4)[nH]c(=O)c23)C1 (centres undefined)
29. COc1ccc(CN2CCN(c3cc(C)c(C#N)c4nc5ccccc5n34)CC2)cc1
30. CCOC(=O)C1(CCOC)CCN(Cc2ccc3nonc3c2)CC1
31. COc1ccc(Br)cc1C(=O)Nc1cccc(C(=O)O)c1C
32. COc1ccccc1-c1noc(-c2ccco2)n1
assay / entry	25	26	27	28	29	30	31	32
FBW7 activator	0.1	0.0	1.1	0.1	0.6	0.1	0.0	0.3
GPR151 activ	-0.5	-0.3	-0.9	-0.9	1.8	2.0	2.5	-3.1
MITF primary	-2	3	7	18	12	-22	1	17
TEAD-YAP inh	-9	-4	-12	5	2	-5	8	-58

A stretch of the results above:
14. C=CCNCCOCCOc1cc(C(C)C)ccc1C
15. COc1ccc(NC(=O)CCn2cccc2)cc1Cl
16. COc1ccc(OC)c(CN2CCN(C3CCC(C)CC3)CC2)c1 (centres undefined)
17. O=C(Nc1cccc(C(F)(F)F)c1)c1cnc2n(c1=O)CCS2
18. CCC1CCCCN1S(=O)(=O)c1cc(Br)ccc1Br (centres undefined)
19. FC(F)(F)c1cccc(-c2cnc3ccc(NCCCN4CCOCC4)nn23)c1
20. O=C(c1ccncc1)N1N=CCC1(O)C(F)F (centres undefined)
21. Cc1cccc(NC(=O)c2ccc(=O)oc2)c1C
22. CSc1ccccc1NC(=O)c1ccc(N2CC3CC(C2)c2cccc(=O)n2C3)c([N+](=O)[O-])c1 (centres undefined)
23. COc1ccc(NC(=S)NCc2cccnc2)cc1OC
assay / entry	14	15	16	17	18	19	20	21	22	23
FBW7 activator	-0.1	0.0	0.1	0.3	0.4	1.9*	-0.7	0.5	0.1	0.3
GPR151 activ	0.3	0.1	1.1	-1.3	1.6	0.3	-1.4	-1.1	0.9	-2.5
MITF primary	40	9	57*	9	7	7	27	18	-1	17
TEAD-YAP inh	3	-6	2	-2	3	16	-3	-6	-9	7

24. Cc1ccc(-c2nc(Nc3c(F)cccc3F)c3ccccc3n2)cc1
25. COc1cccc(CN=CC2=C(O)CC(C)(C)CC2=O)c1OC
26. Cc1[nH]c2ccccc2c(=O)c1CN1CCCC(C)C1 (centres undefined)
27. Cc1[nH]n2c(=O)cc(Cc3ccccc3)nc2c1C#N
28. CC1CCc2c(sc3nc(CN4CCC(C(N)=O)CC4)[nH]c(=O)c23)C1 (centres undefined)
29. COc1ccc(CN2CCN(c3cc(C)c(C#N)c4nc5ccccc5n34)CC2)cc1
assay / entry	24	25	26	27	28	29
FBW7 activator	-0.1	0.1	0.0	1.1	0.1	0.6
GPR151 activ	-1.9	-0.5	-0.3	-0.9	-0.9	1.8
MITF primary	16	-2	3	7	18	12
TEAD-YAP inh	-2	-9	-4	-12	5	2

Following part
33. O=C(c1ccccc1)c1cc(F)c(N2CCCCC2)cc1Cl
34. O=c1cc(-c2cccs2)[nH][nH]1
35. O=C(NCCCN1CCCC1=O)c1cc(NCc2cccnc2)nc2ccccc12
36. COCCOC(=O)C1=C(C)NC(=O)NC1c1cc(OC)cc(OC)c1 (centres undefined)
37. O=C(COC(=O)CNC(=O)c1cccc([N+](=O)[O-])c1)NCc1ccco1
38. CCN(CC)C(=O)c1ccc(C(C)(C)C)cc1
39. COC(=O)[C@H](NC(=O)c1cc(-c2ccccc2)nc2ccccc12)c1ccccc1
40. O=c1cc(CO)oc(CN2CCN(c3ccccc3)CC2)c1O
assay / entry	33	34	35	36	37	38	39	40
FBW7 activator	0.0	-0.5	0.0	-0.1	-0.1	0.0	0.1&0.0	0.2
GPR151 activ	-1.1	0.6	-0.7	0.5	1.1	3.1	2.1&1.5	-1.3
MITF primary	-4	2	12	-11	30	2	11&-2	12
TEAD-YAP inh	-2	-1	4	-1	0	-2	0	8

41. CN(C)CCNC(=O)COc1ccccc1Cl
42. O=C(NC1CCCCC1)NC1(C(=O)N2CCOCC2)CCCCC1
43. O=C(NCCOC(=O)C1COc2ccccc2O1)c1ccncc1 (centres undefined)
44. O=C(Nc1ccc(F)c(Cl)c1)C1CCCC1
45. C=CCN1c2ccccc2[C@]23CCC(=O)N(CCCOC(C)C)C2=NC(C(=O)OC)=C(C(=O)OC)[C@H]13
46. CCOCCCn1c(=O)c(C#N)cc2c(=O)n3cccc(C)c3nc21
47. CN(c1ccc(C(=O)O)cc1[N+](=O)[O-])C1CCCCC1
48. COC(=O)c1ccc(OCC(O)CNCCCn2nc(C)cc2C)c(OC)c1 (centres undefined)
assay / entry	41	42	43	44	45	46	47	48
FBW7 activator	0.1	-0.2	-0.1	0.3	-0.2	0.0	0.1	0.0
GPR151 activ	0.1	-0.6	-0.2	-0.8	0.1	0.4	0.3	-0.9
MITF primary	8	5	-5	18	-13	-3	-1	39
TEAD-YAP inh	1	-1	8	-2	x	8	17	-4

49. c1ccc(CNc2nc(-c3ccncc3)cs2)cc1
50. COc1ccc(NC(=O)CN(c2ccccc2OC)S(=O)(=O)c2ccc(C)cc2)c(OC)c1
51. COc1ccccc1OCC(=O)NCC1CCCN(C(=O)c2csc(C)n2)C1 (centres undefined)
52. CN(C)CCN(Cc1ccccc1)C(=O)c1nc2ccc(-c3cn[nH]c3)cc2s1
53. Cc1nc2c3ccccc3nc(N3CCN(C(=O)OC(C)(C)C)CC3)n2n1
54. COc1ccc2c(C)nc(N3CCC(C(=O)NC(C)c4cccs4)CC3)nc2c1 (centres undefined)
55. Cc1c(NC(=O)c2ccc(OCc3ccccc3)cc2)cccc1-c1nc2ccccc2s1
56. O=C(O)C1CCCN(C(=O)c2cnn(-c3ccccc3)c2-n2cccc2)C1 (centres undefined)
assay / entry	49	50	51	52	53	54	55	56
FBW7 activator	-0.1	-0.1	-0.1	0.1	0.1	0.0	-0.1	0.0
GPR151 activ	1.9	-0.2	-0.7	-0.4	-0.2	-0.6	0.1	0.3
MITF primary	1	11	10	8	1	-1	4	19
TEAD-YAP inh	1	3	-6	21	9	-3	10	-5

57. O=c1[nH]cnc2nc(N3CCOCC3)ncc12
58. Cc1ccc(C2C(C#N)=C(N)Oc3n[nH]c(-c4cccs4)c32)s1 (centres undefined)
59. N#C/C(=C/c1ccccc1Br)C(N)=O
60. COc1cccc([C@@H](C)NC2CCN(c3nc(C)c4cc(C)ccc4n3)CC2)c1
61. O=C(Nc1cccc(O)c1)/C(=C/c1ccc([N+](=O)[O-])cc1)NC(=O)c1ccccc1
62. CN(C)c1ccc(/C=N/n2cnnc2)cc1[N+](=O)[O-]
63. CCCCCNC(=O)c1cc(S(=O)(=O)N2CCOCC2)ccc1F
64. CC(C)NC(=O)CN1C(=O)NC(C)(c2ccccc2Cl)C1=O (centres undefined)
assay / entry	57	58	59	60	61	62	63	64
FBW7 activator	-0.2	-0.3	0.0	0.1	0.1	0.1	0.1	-0.1
GPR151 activ	-0.3	-0.2	-1.4	-1.1	-0.4	-0.2	-0.3	-2.5
MITF primary	2	9	-7	10	52*	-6	-16	2
TEAD-YAP inh	-4	-1	-7	-7	6	9	1	-3

65. COc1cccc(/C=C2\N=C(c3cccc(C)c3)OC2=O)c1OC
66. Cc1sc2nc[nH]c(=S)c2c1-c1ccc(F)cc1
67. Nc1nc(N)c2c(n1)CCCC2
68. COc1ccc(C(=O)NCC(c2ccc3c(c2)CCN3C)N(C)C)cc1OC (centres undefined)
69. CC(c1ccccc1)N(Cc1ccccc1)C(=S)Nc1ccccc1 (centres undefined)
70. CCOc1ccc(C(=O)NC(=S)Nc2ccc([N+](=O)[O-])cc2OC)cc1
71. O=C1N[C@@H](COCc2ccccc2)C(=O)N2CCN(C(=O)Oc3ccc(F)cc3)C[C@H]12
72. O=C(NC(=S)NC1CCS(=O)(=O)C1)c1ccccc1F (centres undefined)
assay / entry	65	66	67	68	69	70	71	72
FBW7 activator	-0.1	0.4	0.0	0.3	-0.2	-0.2	-0.1	-0.2
GPR151 activ	-2.3	-0.8	0.0	0.1	1.4	0.0	1.8	-0.9
MITF primary	-5	10	12	14	1	9	-10	-7
TEAD-YAP inh	-9	9	10	7	-10	3	2	8

73. Cc1ccc(NC(=O)CN2C(=O)N/C(=C/c3cc(C)n(-c4ccccc4F)c3C)C2=O)cc1
74. Cc1ccc(C(=O)NCC2CC(Cc3cccc(F)c3)=NO2)s1 (centres undefined)
75. COC(=O)c1ccccc1COn1c(=O)c(C)[n+]([O-])c2ccccc21
76. O=C1CC(O)(C(F)(F)C(F)F)Oc2ccccc21 (centres undefined)
assay / entry	73	74	75	76
FBW7 activator	0.0	0.2	0.1	0.0
GPR151 activ	0.9	-0.5	0.1	-0.8
MITF primary	-7	17	7	3
TEAD-YAP inh	1	-4	6	5
